# Bioassay records as filed in PubChem BioAssay.
# FEN1 inh = inhibitors of human flap endonuclease 1 | Recombinant FEN1 flap cleavage, fluorescence, 15 min | Potency, µM (doses to about 114 µM), inactives show at the top dose activity change, negative = inhibition, most hits filed as inhibitors | actives 0.35% (n = 390,000) | AID 588795; also: nearly all actives have a fitted effect of over 65% in size
# Target sequence (P39748 whole entry, looked up): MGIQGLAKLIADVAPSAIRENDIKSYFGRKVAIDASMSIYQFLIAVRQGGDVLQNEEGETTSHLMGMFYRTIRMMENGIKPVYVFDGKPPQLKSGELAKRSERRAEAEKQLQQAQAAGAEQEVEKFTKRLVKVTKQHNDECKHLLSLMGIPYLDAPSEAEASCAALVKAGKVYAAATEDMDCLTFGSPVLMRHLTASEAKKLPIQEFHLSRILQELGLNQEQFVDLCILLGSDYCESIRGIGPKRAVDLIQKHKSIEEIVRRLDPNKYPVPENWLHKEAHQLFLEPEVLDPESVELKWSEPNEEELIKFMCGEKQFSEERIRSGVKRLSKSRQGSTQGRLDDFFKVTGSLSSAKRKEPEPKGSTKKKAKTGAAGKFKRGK
#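 Read-out was taken twice, immediately and after 15 min, following addition of 50 nM substrate to 10 nM FEN1 that had sat with test compound for 15 min at room temperature. Curves came from a four-parameter Hill model.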
# N370S GC = inhibitors or activators of N370S glucocerebrosidase for Gaucher disease; N370S GC spleen homogenate, 4MU-glucoside fluorescence; Potency, µM (highest dose often 59.4 µM), for the others: at the highest dose activity change, negative = inhibition, usual class: inhibitors; actives 0.092% (n = 330,000); AID 2101; P04062;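 also: 0% = full enzyme activity and -100% = no enzyme basal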
# GCN5L2 inh = blocks human GCN5L2 histone acetyltransferase; actives 0.21% (n = 390,000); AID 504327; Q92830; GCN5L2 HAT assay, ThioGlo1 CoA-SH fluorescence; Potency, µM (highest dose often 58.9 µM), for the others: at the highest dose activity change, negative = inhibition, actives largely listed as inhibitors
#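 ThioGlo1-coupled HAT assay: 20nM GCN5L2, 70uM acetyl-CoA, 75uM H3(1-25) peptide, pH 7.5. Fluorescence read at 340/540nm at start and after 20 min at room temperature.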
# Starred values were filed as active, the others as inactive; ? = inconclusive; . = not tested or not shown; [ ] = remark or other dose. Calls follow the shape of the dose curve; as a rule, active = well fitted curve in the direction sought with a large enough effect; inconclusive = small, poorly fitted or top-dose-only effect, or another doubt; inactive = no such curve, though single readings can be large; an effect the other way counts as inactive or inconclusive. Unless noted, % is scaled to controls: 0 for no effect and ±100 for the full control effect; potency is read from the fitted curve at half-maximal effect. Some of the compounds tested. The share of hits here may be higher or lower than overall.
N370S GC	mol	GCN5L2 inh	FEN1 inh
.	CCN(CC)C(=O)[C@H]1CC(CC(=O)NCc2cccc(C(F)(F)F)c2)C(=O)N2CCc3c([nH]c4ccc(OC)cc34)[C@]12C (stereo partly specified)	-5%	-5%
5%	COc1ccc(NC(=O)CCc2nc(-c3ccccc3F)no2)cc1	3%	-2%
3%	CCN(CC)C(=O)CSc1ncnc2c1nnn2-c1ccc(F)cc1	2%	8%
-23%	COc1ccc(N(CC(=O)Nc2cccnc2)S(=O)(=O)c2ccccc2)cc1OC	-2%	1%
-1%	Cc1ccc(OCC(=O)Nc2ccc(S(=O)(=O)N3CCOCC3)cc2)c(C)c1	-9%	-16%
?	O=C(CSc1ncnc2[nH]ncc12)Nc1cccc(Oc2ccccc2)c1	3%	-31%
.	O=C(CN1CCc2ccccc2C1)Nc1cccc(S(=O)(=O)N2CCOCC2)c1	0%	-3%
.	Cc1c(-c2cccc(NC(=O)Cc3ccccc3)c2)nc2ncccn12	-20%	2%
-5%	O=C(CNCc1ccco1)Nc1cc(S(=O)(=O)N2CCOCC2)ccc1N1CCCC1	-3%	18%
.	Cc1ccccc1OCC(=O)OCC(=O)Nc1ccc(Cl)cn1	-8%	-2%
-13%	N/C(=N\N=C\c1ccc(O)c(O)c1)c1nonc1N	-7%	3%
?	O=C(NCc1cccs1)c1cc2c(s1)-c1ccccc1OC2	-24%	?
-7%	CC1c2cc3c(cc2CCN1C(=O)c1ccc(Cl)cc1)OCCCO3 (stereo unspecified)	1%	2%
11%	C/C(=N\OCC(=O)Nc1ccccc1Br)c1cccs1	-1%	8%
1%	O=C(NNC(=O)c1ccco1)c1cccc([N+](=O)[O-])c1	9%	-2%
.	CC(C)CC(=O)Nc1nnc(SCc2cc(=O)n3ccccc3n2)s1	1%	-8%
-2%	CC(C(=O)N(C)Cc1cccc(F)c1)N1CCN(S(=O)(=O)c2ccc3c(c2)OCCCO3)CC1 (stereo unspecified)	2%	-2%
8%	CC1CCc2sc(C(=O)OCC(=O)NCc3ccccc3)cc2C1 (stereo unspecified)	4%	-1%
-23%	CCN(CCNCC(O)COc1ccccc1C(C)C)c1cccc(C)c1 (stereo unspecified)	-3%	2%
-2%	Cc1ccc(OCCC(=O)OCC(=O)Nc2ccc3c(c2)OCCO3)cc1	-4%	-6%
-5%	CSc1nnc(NC(=O)c2nc(S(=O)(=O)Cc3ccccc3F)ncc2Cl)s1	-5%	13%
.	Cc1oc(-c2ccccc2F)nc1CSc1nnc(C)n2c1cc1occc12	0%	6%
.	CCOc1ccc(CNCc2c(C(=O)O)n(Cc3ccccc3F)c3cc(OC)ccc23)cc1	-9%	-6%
-23%	CN(CC(=O)Nc1nccs1)S(=O)(=O)c1ccc(F)cc1	-3%	9%
-24%	O=C(NC(Cc1c[nH]c2ccccc12)c1nnc2n1CCCCC2)c1ccccc1Cl (stereo unspecified)	-2%	8%
-16%	COC(=O)C1=C(C)N(C)C(=O)NC1c1cc2c(cc1[N+](=O)[O-])OCO2 (stereo unspecified)	-5%	3%
-3%	CC[C@H](C)[C@H](NC(=O)[C@H](Cc1ccc(O)cc1)NC(=O)[C@@H](NC(=O)[C@@H](N)CCCN=C(N)N)C(C)C)C(=O)N[C@@H](Cc1cnc[nH]1)C(=O)N1CCC[C@H]1C(=O)N[C@@H](Cc1ccccc1)C(=O)O	49%[activator]	.
7%	NC(=S)NNC(=O)C12CC3CC(CC(C3)C1)C2	-2%	7%
0%	Cc1ccc(C(=O)NN(CCC#N)C2=NS(=O)(=O)c3ccccc32)cc1	0%	17%
-3%	Cc1ccc(NC(=O)c2cc(N3C(=O)C4CC=CCC4C3=O)ccc2N2CCCCC2)cc1 (stereo unspecified)	2%	-16%
.	CCN(C[C@H]1N[C@@](Cc2ccccc2)(C(=O)OC)[C@H]2C(=O)N(Cc3ccccc3)C(=O)[C@@H]12)S(=O)(=O)c1ccc(C)cc1	-7%	-1%
3%	CC(C)n1cc(CN2CCC(n3nccc3NC(=O)C3CCCC3)CC2)cn1	-21%	7%
19%	CCCC(=O)OCC(=O)Nc1ccc2[nH]c(=O)[nH]c2c1	-8%	-1%
7%	COc1ccc(C(=O)NNc2ccccc2)cc1OC	-6%	0%
-3%	O=C1NC(=Nc2ccccc2)S/C1=C\c1ccccc1	-4%	4%
1%	Cc1ccc(OCc2nc(C#N)c(N3CCCC3)o2)cc1	2%	-6%
7.9µM*	CCNc1ccc(S(=O)(=O)N(C)C)cc1NCC(=O)Nc1ccc(F)c(Cl)c1	-4%	-5%
-9%	Cc1ccc(C(CNC(=O)Nc2cccc(C)c2)N2CCN(C)CC2)cc1 (stereo unspecified)	-5%	-7%
.	COc1ccc(C(CNC(=O)c2c(C)nn(Cc3ccc(C)cc3)c2Cl)N2CCOCC2)cc1 (stereo unspecified)	-5%	-4%
4%	Cc1nsc2c1ccc1ccccc12	-8%	-15%

# Structural class, the compounds so far with a nitro group on carbon.
N370S GC	mol	GCN5L2 inh	FEN1 inh
1%	O=C(NNC(=O)c1ccco1)c1cccc([N+](=O)[O-])c1	9%	-2%
-16%	COC(=O)C1=C(C)N(C)C(=O)NC1c1cc2c(cc1[N+](=O)[O-])OCO2 (stereo unspecified)	-5%	3%

# Entries listed so far with a furan ring, fused or not (three):
N370S GC	mol	GCN5L2 inh	FEN1 inh
-5%	O=C(CNCc1ccco1)Nc1cc(S(=O)(=O)N2CCOCC2)ccc1N1CCCC1	-3%	18%
1%	O=C(NNC(=O)c1ccco1)c1cccc([N+](=O)[O-])c1	9%	-2%
.	Cc1oc(-c2ccccc2F)nc1CSc1nnc(C)n2c1cc1occc12	0%	6%

# Following part.
N370S GC	mol	GCN5L2 inh	FEN1 inh
-11%	CC(C)CC(=O)Nc1ccc(N2CCN(C(=O)c3cccs3)CC2)cc1	0%	-5%
5%	O=c1c2ccccc2c2ccccc2c(=O)n1-c1ccccc1	3%	3%
6%	CN(C)C(=O)c1cn(-c2ccccc2)nc1-c1cc2ccccc2oc1=O	0%	-8%
.	Cc1ccc(NC(=O)CSc2nc3ccc(NC(=O)COc4ccc(C)cc4)cc3s2)cc1	-7%	24%
-8%	CCc1ccc(NC(=O)Cn2c3[n+](c4c(F)c(F)ccc42)CCCCC3)cc1	-5%	-5%
18%	CC1CCCCC1NC(=S)NC(=O)c1sc2ccccc2c1Cl (stereo unspecified)	-18%	-4%
-7%	CCOC(=O)C1CCN(C(=O)c2cc(S(=O)(=O)N3CCc4ccccc43)ccc2OC)CC1	2%	-8%
3%	Cn1[nH]c(CSc2ccc(Cl)cc2)cc1=O	-17%	3%
0%	COc1ccc(NC(=O)CCCc2ccc(OC)c(C)c2)cc1	-4%	3%
?	O=C(CSc1ccccn1)Nc1ccc(Cl)cn1	-6%	1%
3%	O=C(NCCOC(=O)c1ccc(C(=O)OCCNC(=O)c2cccnc2)s1)c1cccnc1	-8%	0%
3%	Cc1ccnc(NS(=O)(=O)c2ccc(N3C(=O)Nc4ccccc4N3O)cc2)c1	-5%	18%
.	COc1cccc(Cn2c(=O)n(Cc3ccco3)c(=O)c3oc4ccccc4c32)c1	-4%	-11%
6%	COc1ccc(NC(=O)CSCC(=O)Nc2sccc2C#N)cc1	-6%	5%
13%	Cc1ccc(S(=O)(=O)N2[C@@H](c3ccccc3F)C(C(=O)O)=CC[C@H]2c2ccc(Cl)cc2)cc1	-15%	9%
-21%	Cc1c(-c2ccn[nH]2)cc(NC(=O)c2ccc(Cl)cc2)c(=O)n1N	-8%	5%
-25%	Cc1c(Cl)cccc1-n1c(SCC(=O)NCc2cccs2)nnc1-c1ccncc1	13%	-7%
5%	Cc1oc(C(=O)O)cc1CSCc1cc(C(=O)O)c(C)o1	-8%	-7%
.	CCc1ccc(-n2c(SCc3ccccc3F)nc3[nH]ncc3c2=O)cc1	-5%	-8%
.	CC(OC(=O)c1ccc(Cl)cc1)C(=O)NCc1ccc2c(c1)OCO2 (stereo unspecified)	-9%	4%

# Compound profiles (already shown).
# Shown for O=C(CNCc1ccco1)Nc1cc(S(=O)(=O)N2CCOCC2)ccc1N1CCCC1 : N370S GC: -5%; GCN5L2 inh: -3%; FEN1 inh: 18%
# Shown for NC(=S)NNC(=O)C12CC3CC(CC(C3)C1)C2 : N370S GC: 7%; GCN5L2 inh: -2%; FEN1 inh: 7%

# Records above printed as active in N370S GC.
N370S GC	mol	GCN5L2 inh	FEN1 inh
7.9µM*	CCNc1ccc(S(=O)(=O)N(C)C)cc1NCC(=O)Nc1ccc(F)c(Cl)c1	-4%	-5%

# (continued)
N370S GC	mol	GCN5L2 inh	FEN1 inh
-4%	CN(CC(=O)NCc1ccc(F)cc1)CC(=O)Nc1ccc(Cl)c(C(F)(F)F)c1	-3%	-5%
0%	COCCn1c(SCC(=O)NCc2ccco2)nc2cccnc21	3%	-1%
.	COc1cc(Cl)c(C)cc1NC(=O)c1sc2nc3n(c(=O)c2c1C)CCCCC3	-5%	0%
?	Cc1cccc(NC(=O)Nc2ccccc2)n1	-21%	-1%
-1%	O=C(N/N=C/c1ccoc1)c1cc(Br)ccc1O	-9%	-5%
10%	CN(C)c1nc(N2CCOCC2)nc(N(c2ccccc2)c2ccccc2)n1	-3%	-1%
2%	CC(=O)Oc1ccc2c(=O)oc(-c3ccccc3)nc2c1	-9%	-4%
.	COc1ccc(C(=O)Nc2ccc(Br)cn2)cc1S(=O)(=O)N1CCOCC1	1%	-12%
-3%	Cc1ccccc1NC(=S)NCC1CCN(C(C)c2ccccc2)C1 (stereo unspecified)	-1%	-15%
4%	CN(C)c1ccc(NC(=O)C(=O)NCCOc2ccccc2)cc1	0%	9%
-4%	Cc1ccc(C(=O)Nc2nc3ccc(S(C)(=O)=O)cc3s2)cc1C	4%	-13%
-9%	COC(=O)CC1=NN(c2ccccc2)C(=O)/C1=C\c1ccc(OC)cc1	-20%	-13%
-10%	O=C1C2C3C=CC(C4CC34)C2C(=O)N1c1cccc2ccccc12 (stereo unspecified)	0%	20%
-1%[2.35 µM]	CCCn1nnnc1SCC(=O)Nc1ccc(F)cc1	-1%	-10%
.	C=CCOc1ccc(C[C@H](N)C(=O)NC[C@H]2O[C@@H](n3cnc4c(N)ncnc43)[C@H](O)[C@@H]2O)cc1	1%	21%
3%	Cc1ccc(OCC(=O)Nc2cc(S(=O)(=O)N3CCOCC3)ccc2Cl)c([N+](=O)[O-])n1	-4%	-2%
-2%	O=C1CCCc2[nH]c(-c3ccccc3)nc21	11%	4%
10%	CCOC(=O)c1ccccc1NC(=O)CSc1nc(N)cc(N)n1	1%	1%
-8%	COc1cc(OC)c(S(=O)(=O)NC(C)C)cc1S(=O)(=O)NC(C)C	-5%	-6%
14%	Nc1ccccc1C(=O)NC12CC3CC(CC(C3)C1)C2	-9%	-15%
-23%	O=C(NC1CC(=O)N(c2cccc(F)c2)C1)C(=O)c1c[nH]c2ccccc12 (stereo unspecified)	-7%	-2%
0%	CCN(CC(=O)Nc1ccc2c(c1)OCCO2)C(=O)/C=C/c1ccc(OC)c(OC)c1	-12%	0%
0%	O=C(NC1CCN(Cc2ccccc2)CC1)c1ccc2c(c1)OCCCO2	18%	3%
.	COc1ccc(-c2c(C)nn3c4c(cnc23)C(=O)CC(c2ccc(C)cc2)C4)cc1 (stereo unspecified)	-6%	11%
-4%	O=c1c2ccccc2nc(-c2ccco2)n1/N=C/c1ccccc1O	0%	-1%
4%	CCn1c(COc2ccc(Cl)cc2)nnc1SC1CCc2ccccc2C1=O (stereo unspecified)	-3%	-11%
-2%	CC(C)CCn1c(CN2CC(C)OC(C)C2)nc2c1c(=O)n(C)c(=O)n2C (stereo unspecified)	?	19%
4%	O=C(NNC(=O)C1CCN(S(=O)(=O)c2ccc(Cl)cc2)CC1)c1ccncc1	13%	5%
1%	Cc1nn(CC(=O)NCC(C)c2ccccc2)c(=O)c2cc(-c3ccccc3)nn12 (stereo unspecified)	-1%	-7%
.	Cc1nn(C)c(C)c1S(=O)(=O)N(CC(=O)N1CCN(c2ccccc2)CC1)c1ccc(C(C)C)cc1	4%	1%
-6%	CC(NC(=O)/C(=C/c1ccc2c(c1)OCO2)NC(=O)c1cccc([N+](=O)[O-])c1)C(=O)O (stereo unspecified)	-7%	-1%
0%	O=C(NCc1ccccc1)c1c(Cl)nc(Cl)c(Cl)c1Cl	11%	15%
-5%	COc1ccc(-c2nnn(CC(=O)NCc3ccc4c(c3)OCO4)n2)cc1OC	-9%	-4%
1%	CC(C)C(c1nnnn1C(C)(C)C)N1CCOCC1 (stereo unspecified)	-14%	1%
1%	COc1ccc(CN2CCNC(=O)C2CC(=O)O)cc1OC (stereo unspecified)	0%	-3%
9%	COc1ccc(-c2[nH]ncc2N=Nc2cc(C)cc(C)c2)cc1	-12%	-13%
